Screening data deposited in PubChem BioAssay by several laboratories.
aDG glyco up – alpha-DG glycosylation activation; activation, % at 10 µM; Pro5-aDG cells, alpha-DG glycosylation AlphaScreen (IIH6); 0% Pro5, 100% B10-LARGE cell signal; actives 0.22% (n = 360,000); AID 624168;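 active = activation of at least 8% versus controls, or a plate z-score of at least 8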;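 note: Pro5 are CHO cells carrying HIG-tagged alpha-DG that lacks glycosylation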
Cardio protect – myocardial damage modulation in H9c2 cells. actives 0.63% (n = 360,000). AID 588492. H9c2 cardiomyocytes, H2O2 injury protection, ATPLite, 2 h. protection from H2O2 cell death, % at 20 µM;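 active = compounds giving at least 50% protection of heart cells from peroxide-induced death in the single-dose screen, raw or plate-pattern-corrected value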;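 note: 0% = DMSO wells with peroxide and 100% = DMSO wells without peroxide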
hiPSC survival – hiPSC single-cell survival enhancement | ATPlite luminescence; 100% = ROCK inhibitor wells, 0% = DMSO | survival enhancement, % at 20 µM | actives 0.044% (n = 360,000) | AID 602274; in the data active = survival enhancement above about 18%;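 note: cells exposed to compounds for 16 hours before the ATP read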
m5-HT2A agonist – activates the mouse 5-HT2A serotonin receptor. actives 0.66% (n = 360,000). CHO-K1 mHTR2A beta-arrestin complementation, luminescence; percent of 30 µM serotonin response. P35363. activation, % at 7.6 µM;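 active = activation above a run cutoff, the mean activation of all tested compounds plus 3 SD, cut at about 14% in these data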;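 note: 0% = plate median of compound wells and 100% = 30 µM serotonin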
Target sequence (P35363 whole entry, looked up): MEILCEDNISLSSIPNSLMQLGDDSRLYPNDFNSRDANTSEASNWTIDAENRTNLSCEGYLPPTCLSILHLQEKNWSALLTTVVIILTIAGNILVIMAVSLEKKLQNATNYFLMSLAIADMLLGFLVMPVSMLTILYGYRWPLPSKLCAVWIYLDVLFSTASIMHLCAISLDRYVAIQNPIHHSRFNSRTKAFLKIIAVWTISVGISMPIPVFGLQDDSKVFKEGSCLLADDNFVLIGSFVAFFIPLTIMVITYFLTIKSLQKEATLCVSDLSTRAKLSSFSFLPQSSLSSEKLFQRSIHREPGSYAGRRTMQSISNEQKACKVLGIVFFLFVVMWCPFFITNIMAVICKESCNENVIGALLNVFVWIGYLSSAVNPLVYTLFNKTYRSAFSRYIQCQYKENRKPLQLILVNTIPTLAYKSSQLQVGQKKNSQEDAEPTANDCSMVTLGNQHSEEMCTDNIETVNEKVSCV
ABCB6 inh 2 – inhibitors of human ABC transporter ABCB6; Q9NP58; K562-ABCB6 porphyrin accumulation, flow cytometry, 1 h; stronger effect = lower value; fluorescence ratio to DMSO, % at 10 µM; actives 0.19% (n = 360,000);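 active = fluorescence ratio to DMSO below 75%, the collection mean minus 3 SD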;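 note: signal is porphyrin accumulated inside mitochondria; 100% equals median channel fluorescence of DMSO control wells; lower ratio means ABCB6 inhibition with less porphyrin fluorescence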
MC4R antag cAMP – human MC4R antagonism in cAMP assay; inhibition, % at 6.5 µM; AID 540295; MC4R-expressing cells, MTII-stimulated cAMP, LANCE TR-FRET; actives 0.48% (n = 360,000);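 active = inhibition above its plate's cutoff, the mean of tested wells on that plate plus 3 SD, cut at about 29% in these data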;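 note: 0% = Melanotan II alone and 100% = Melanotan II plus saturating MCL0020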
Target sequence (P32245 whole entry, looked up): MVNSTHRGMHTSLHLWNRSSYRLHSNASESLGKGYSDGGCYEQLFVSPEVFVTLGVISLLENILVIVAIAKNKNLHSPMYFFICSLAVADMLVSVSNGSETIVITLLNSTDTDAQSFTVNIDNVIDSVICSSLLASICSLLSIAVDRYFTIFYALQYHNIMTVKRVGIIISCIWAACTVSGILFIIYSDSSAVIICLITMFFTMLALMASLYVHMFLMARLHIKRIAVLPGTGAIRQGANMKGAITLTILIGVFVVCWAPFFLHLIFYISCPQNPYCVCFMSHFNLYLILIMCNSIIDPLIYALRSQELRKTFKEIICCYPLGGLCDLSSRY
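System: U2OS cells stably expressing human melanocortin 4 receptor (MC4R). Reagent: Melanotan II challenge after compound preincubation. Doses: 6.5 µM. Times: 30-min compound, 1-h challenge, 1-h detection, room temperature. Measured by: TR-FRET with Eu-cAMP and labeled anti-cAMP, 671 nm. Replicates: singlicate.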
Granule exo inh – blocks lytic granule exocytosis | AID 651702 | actives 0.66% (n = 360,000) | TALL-104 LAMP-1 surface exposure, flow cytometry; cells stimulated with thapsigargin and PMA | inhibition, % at 10 µM;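 active = inhibition above about 55%, limit read from the data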
N-glyco inh – N-linked glycosylation inhibition | reporter increase, % at 12.5 µM | actives 0.23% (n = 360,000) | D54 ERlucT glycosylation luciferase reporter, 24 h; percent of 100 nM tunicamycin response;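 active = mean luciferase reporter signal, scaled so untreated is 0 and the glycosylation-blocking control 100, at or above a set limit in every replicate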;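 note: luciferase carries N-glycosylation sites so blocking glycosylation raises the light; 0% = median of neutral control wells and 100% = median of 100 nM tunicamycin wells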
ABHD5-PLIN5 inh – inhibitors of human ABHD5-perilipin-5 interaction | Split G. princeps luciferase complementation, luminescence, 4 h | inhibition, % at 4 µM | actives 0.78% (n = 360,000);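 active = inhibition above the mean inhibition across every tested compound plus 3 SD, cut at about 22% in these data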;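 note: 0% = DMSO only wells and the 100% control is not disclosed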
MC4R barr agon – activates human MC4R beta-arrestin recruitment. actives 0.98% (n = 360,000). U2OS MC4R beta-arrestin complementation, luminescence; percent of melanotan II response, DMSO zero. activation, % at 8.9 µM. P32245. AID 540308;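 active = activation above a per-plate cutoff, the mean activation of sample wells on that plate plus 3 SD, cut at about 8% in these data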
* = called active by the depositor; · = no result given.

smiles,aDG glyco up,Cardio protect,hiPSC survival,m5-HT2A agonist,ABCB6 inh 2,MC4R antag cAMP,Granule exo inh,N-glyco inh,ABHD5-PLIN5 inh,MC4R barr agon
Cc1ccc(/C(O)=C2\C(=O)C(=O)N(C)C2c2ccc(F)cc2)cc1 (stereo unspecified),0.0,4,0.2,8,102,4,0,2,8,0.5
COc1ccc(CCNC(=O)c2oc3ccccc3c2C)cc1,0.2,2,-3.0,-2,94,-3,1,-2,3,-0.4
Cc1ccc(S(=O)(=O)N2CCC(C(=O)N[C@H](C(=O)NCc3ccco3)C(C)C)CC2)cc1,-0.1,-2,-2.3,-1,95,4,-3,0,6,-2.2
CCC(Oc1ccc(C)c(C)c1)C(=O)N1CCCN(C)CC1 (stereo unspecified),0.0,11,0.2,-7,96,-2,-4,-2,-9,-1.1
COc1nnc(-c2ccc(N3CCOCC3)c(NC(=O)c3ccco3)c2)c2ccccc12,-0.2,27,-4.8,-2,102,-13,-2,-1,-4,-0.4
O=C(Cn1ccc(NC(=O)OCc2ccccc2)nc1=O)NCc1ccccn1,0.5,-2,6.5,-2,95,7,13,3,-4,0.4
COc1ccc(CCNC(C)C(=O)Nc2ccc(S(N)(=O)=O)cc2)cc1 (stereo unspecified),-0.1,-6,-0.5,-1,98,4,-3,0,-6,0.0
Cc1cccc(Nc2nnc(SCC(=O)Nc3cccc(S(=O)(=O)N4CCCCC4)c3)s2)c1,0.7,-18,-0.8,0,100,1,-4,-2,-5,0.0
CCCn1nc(C(=O)NNC(=O)CCCOc2ccc(C)cc2)c2ccccc2c1=O,0.4,10,2.8,4,101,-2,5,3,-4,-2.0
NC(=O)c1c(NC(=O)Cc2cccs2)sc2c1CCC2,-0.2,-4,0.8,-3,100,9,-1,-2,0,-2.0
COc1ccc(OC)c(NC(=O)CCCC(=O)NC2CCCCC2)c1,-0.2,-4,0.1,-6,101,0,-4,0,-5,-0.1
COc1ccc(NC(=O)CN(C)S(=O)(=O)c2cnc[nH]2)cc1OC,-0.1,1,1.0,4,107,4,-4,0,3,1.1
c1ccc(CCc2ccccc2-c2nc(-c3ccccn3)no2)cc1,0.0,1,-4.1,1,102,8,-7,1,5,0.7
CC1=NNC(=O)C1C(c1ccc(F)cc1)C(C#N)C#N (stereo unspecified),-0.4,28,9.4,1,99,1,1,1,2,1.7
COc1ccc(C(C)=NOC(=O)c2c(-c3ccccc3Cl)noc2C)cc1CN1CCOCC1,0.3,1,-1.5,-5,96,3,3,-6,-4,1.4
Cn1c(=O)oc2cc(S(=O)(=O)NCCC(=O)Nc3ccc4c(c3)OCCO4)ccc21,0.1,-4,1.7,2,92,2,-2,0,1,0.2
Cc1ccc(CN2CCNC(=O)C2CC(=O)N(C)C2CCCCC2)o1 (stereo unspecified),0.1,-7,-0.9,-3,98,3,-2,1,11,0.4
CC(C)N(NC(=O)c1cccc2ccccc12)C(C)C,0.1,2,-0.3,12,105,-2,5,2,11,3.1
Cc1ccc(C)c(N2N=C(C(=O)Nc3cccc(S(=O)(=O)N4CCCCC4)c3)CCC2=O)c1,-0.4,3,0.1,4,102,6,1,1,-6,-0.4
COC(C/C=C/[C@@H](O)COCc1ccccc1)OC,-0.1,5,0.7,-1,103,3,-6,2,18,-0.9
COCCCNC(=O)CSc1ccsc1[N+](=O)[O-],0.1,3,4.3,5,93,-1,-6,1,7,-0.7
CC[C@H](C)[C@H](NC(=O)OCc1ccccc1)C(=O)OCC(=O)N1CCN(c2ccc(OC)cc2)CC1,0.4,-8,-0.6,9,100,1,-2,-3,0,0.2
COc1ccccc1CNc1ncccn1,-0.1,6,0.2,2,100,1,0,1,1,-0.4
CCOC(=O)C1(C)C=C(Nc2ccc(OC)cc2)C(=O)N1c1ccc(OC)cc1 (stereo unspecified),-0.1,6,-2.8,3,102,7,-6,1,2,-0.3
COCCN(C(=O)CNC(=O)c1cccs1)C(C(=O)NC1CCCCC1)c1ccco1 (stereo unspecified),-0.1,12,-0.1,2,92,9,-1,-1,3,0.9
Fc1ccc(NC(=S)N2CCOCC2)c(F)c1,-0.2,2,0.0,5,109,1,-3,4,2,-1.6
Cc1ccc(CCNC(=O)CN(C)S(=O)(=O)c2ccc3c(c2)n(C)c(=O)c(=O)n3C)cc1,0.0,15,0.4,-3,102,4,1,0,-4,-2.8
COc1ccc(CNC(=O)CCCn2ccc3cc(S(=O)(=O)N4CCCC4)ccc32)cc1,0.0,2,-0.2,5,93,-15,8,8,4,1.1
CC(NC(=O)c1ccccc1NC(=O)c1ccco1)C(=O)O (stereo unspecified),-0.5,0,1.1,0,98,1,-1,0,1,-1.6
CCCCC[C@H]1CCCCC[C@@H](O)C[C@@H](O)[C@@H](O)/C=C/C(=O)O1,-0.1,·,0.1,-1,125,·,4,·,-2,·
Cc1ccccc1/C=N/NC(=O)c1ccc(-n2cnnn2)cc1,0.0,0,-0.5,-4,104,16,8,0,-8,-2.4
O=c1[nH]c2ccc(S(=O)(=O)N3CCN(C4CCCCC4)CC3)cc2[nH]c1=O,-0.1,-3,-2.3,0,97,-1,0,4,-5,-0.3
CN(C(=O)COC(=O)C12CC3CC(CC(C3)C1)C2)c1c(N)n(Cc2ccccc2)c(=O)[nH]c1=O,0.0,9,-1.6,3,93,6,4,-3,-2,0.2
Cc1ccc(C(=O)Nc2c[nH]c(=O)[nH]c2=O)cc1,-0.1,5,-0.3,4,101,15,-14,0,3,-1.7
CC[C@]12c3[nH]c4ccc(OC)cc4c3CCN1C(=O)C(CC(=O)NCc1ccco1)C[C@@H]2C(=O)N1CCN(C(=O)C2CC2)CC1 (stereo partly specified),0.0,6,-2.6,0,99,-3,-3,1,-1,-1.1
COCc1c(C(=O)OCC(=O)N2c3ccccc3NC(=O)C2(C)C)oc2ccccc12,0.1,20,4.4,-3,79,3,9,-1,10,2.2
Cc1cc(NC(=O)CSCC(=O)Nc2ccc(Cl)c(C(F)(F)F)c2)no1,-0.2,1,-0.2,-1,93,-6,-3,1,-5,0.0
NC(=O)NOCc1ccccc1,-0.3,20,-0.2,-3,97,-4,-1,1,1,-2.4
Cc1ccc(C)c(NS(=O)(=O)c2ccc3c(c2)NC(=O)CO3)c1,0.2,-2,-0.5,-5,100,6,1,1,-3,-3.2
Cc1cc(C)cc(N(C(=O)c2ccc3c(c2)OCO3)C2C=CS(=O)(=O)C2)c1 (stereo unspecified),0.0,3,16,-1,102,2,-3,5,4,-1.5
CC(OC(=O)CCSc1ccccc1)C(=O)Nc1ccc(S(N)(=O)=O)cc1 (stereo unspecified),0.0,-6,0.4,-6,96,6,-2,1,11,-0.2
CC1=C(C(=O)OCC(C)C)C23C(=O)c4ccccc4C2(O1)OC(N)=C3C#N (stereo unspecified),0.2,-1,-0.6,0,99,-1,2,0,-5,-0.5
CN(CC(=O)NCCc1ccc(F)cc1)Cc1ccc(Br)cc1,0.2,0,-0.2,-14,104,18,70*,-1,-3,3.1
CCOc1ccc(CNC(=O)C2CCCN(S(C)(=O)=O)C2)cc1OC (stereo unspecified),0.7,1,6.2,1,98,19,-1,-2,-6,1.6
COc1cccc(CN(C)CC(=O)Nc2c(C)cccc2C(C)C)c1,0.3,-5,-0.4,2,99,11,-1,4,4,0.3
O=C(Cn1c(=O)sc2ccccc21)Nc1ccccc1C(=O)O,-0.2,2,-1.8,3,88,2,1,0,-3,0.1
COc1ccc(F)cc1S(=O)(=O)NCc1cc(=O)n(C)c(=O)n1C,0.0,-2,-0.5,-2,101,12,-1,0,5,-1.2
Nc1nc2c(nnn2C2CC(O)C(CO)O2)c(=O)[nH]1 (stereo unspecified),0.0,8,-0.3,6,97,·,-1,0,-1,·
O=Cc1cn(CC(O)CN2CCCCC2)c2ccccc12 (stereo unspecified),-0.6,11,-1.0,0,100,7,-2,1,1,0.3
O=C(COC(=O)CCc1nc2ccccc2c(=O)[nH]1)Nc1ccccc1,-0.1,28,2.2,1,95,5,5,1,3,-2.1
CC(C)N(C(=O)Cn1cc(SCC(=O)N2CCCC2)c2ccccc21)C(C)C,0.0,-6,-0.2,-1,95,-1,-2,-1,-3,-2.4
CCC1C(=O)C(CC)C(c2ccccc2)NC1c1ccccc1 (stereo unspecified),0.1,-10,0.7,-4,99,6,61*,-1,-29,4.7
COc1ccccc1NC(=O)CCN1C(=O)c2ccccc2S1(=O)=O,-0.3,8,2.3,6,99,6,0,1,5,-3.9
COCCNc1nnc(SCC(=O)NC(=O)c2ccc(Cl)cc2)s1,-0.1,1,-0.5,2,97,-3,-5,1,-3,-2.4
CCn1c(SCC(=O)c2[nH]c(C)c(C(C)=O)c2C)nnc1-c1cccs1,0.7,1,-2.4,7,89,8,-1,-1,-6,0.1
COc1ccc(-n2cc(C(=O)c3cc4ccccc4oc3=O)c(C(C)=O)n2)cc1,0.3,11,2.4,1,97,4,-2,-2,-1,0.5
CC(=O)Nc1ccc(-c2ccnc3c2CC(C)(C(=O)Nc2ccc(F)c(Cl)c2)O3)cc1 (stereo unspecified),0.3,12,0.8,3,98,4,2,-6,6,1.1
COc1ccc2c(CC(=O)OCC(=O)Nc3ccccc3[N+](=O)[O-])coc2c1,0.0,8,1.5,-4,88,1,-2,-1,-3,-1.8
COCCNC(=O)C1CCCN(Cc2cccc(C(F)(F)F)c2)CC1 (stereo unspecified),0.3,-2,-1.2,-1,108,-2,-1,2,0,-3.1
CCOCC(=O)N1CCN(c2cccc(Cl)c2)CC1,0.1,-8,-0.9,0,101,-2,-1,1,0,-0.6

(listing goes on)
smiles,aDG glyco up,Cardio protect,hiPSC survival,m5-HT2A agonist,ABCB6 inh 2,MC4R antag cAMP,Granule exo inh,N-glyco inh,ABHD5-PLIN5 inh,MC4R barr agon
COc1ccc(-n2cnnc2SCC(=O)N(C)C2CCS(=O)(=O)C2)cc1 (stereo unspecified),0.4,25,0.6,0,98,4,1,0,-1,-1.1
COC(=O)c1ccc(NS(=O)(=O)c2ccc3c(c2)oc(=O)n3C)cc1,0.1,-10,2.4,0,95,1,-2,-5,-3,0.6
O=C(c1ccc2nc(N3CCOCC3)sc2c1)N1CCC(Cc2ccccc2)CC1,0.7,-4,-0.9,-5,95,6,3,-9,5,1.6
O=C(NC(=S)NCc1ccco1)c1cccc(Cl)c1,-0.2,-7,0.3,-3,101,-5,-2,1,-7,-3.4

Taken from above.
`O=C(c1ccc2nc(N3CCOCC3)sc2c1)N1CCC(Cc2ccccc2)CC1` | m5-HT2A agonist: -5
`COC(=O)c1ccc(NS(=O)(=O)c2ccc3c(c2)oc(=O)n3C)cc1` | ABCB6 inh 2: 95
